Screens deposited in PubChem BioAssay by National Center for Advancing Translational Sciences (NCATS).
KAT2A inh – inhibitors of human GCN5L2 histone acetyltransferase. actives 0.21% (n = 390,000). Potency, µM (doses to about 58.9 µM), inactives show at the highest dose activity change, negative = inhibition, most hits filed as inhibitors. AID 504327. Q92830. GCN5L2 HAT assay, ThioGlo1 CoA-SH fluorescence
Target sequence (Q92830 whole entry, looked up): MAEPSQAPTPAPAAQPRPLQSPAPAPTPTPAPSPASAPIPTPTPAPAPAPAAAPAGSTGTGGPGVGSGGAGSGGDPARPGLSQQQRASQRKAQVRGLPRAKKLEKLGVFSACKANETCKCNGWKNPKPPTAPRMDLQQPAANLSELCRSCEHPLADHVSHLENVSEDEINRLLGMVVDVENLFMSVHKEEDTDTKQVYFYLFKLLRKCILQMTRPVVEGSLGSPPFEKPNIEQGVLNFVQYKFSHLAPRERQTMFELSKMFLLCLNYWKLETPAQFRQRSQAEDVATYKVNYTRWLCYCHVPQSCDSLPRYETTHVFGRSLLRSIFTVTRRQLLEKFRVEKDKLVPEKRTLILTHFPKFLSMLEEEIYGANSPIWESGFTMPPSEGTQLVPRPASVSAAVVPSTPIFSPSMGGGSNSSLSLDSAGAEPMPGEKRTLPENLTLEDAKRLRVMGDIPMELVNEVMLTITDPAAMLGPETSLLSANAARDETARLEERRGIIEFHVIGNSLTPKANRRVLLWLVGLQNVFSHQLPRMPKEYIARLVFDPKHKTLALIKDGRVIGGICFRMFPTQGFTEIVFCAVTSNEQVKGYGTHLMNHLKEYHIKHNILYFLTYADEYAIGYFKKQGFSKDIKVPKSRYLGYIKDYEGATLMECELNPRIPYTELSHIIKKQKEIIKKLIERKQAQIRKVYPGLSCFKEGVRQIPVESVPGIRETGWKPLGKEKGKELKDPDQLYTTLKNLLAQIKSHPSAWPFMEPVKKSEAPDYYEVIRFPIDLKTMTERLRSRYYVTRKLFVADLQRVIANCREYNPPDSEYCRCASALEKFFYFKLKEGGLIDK
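Compounds, pin-transferred from DMSO stocks, meet 20nM GCN5L2 for 15 min before the reaction begins with H3(1-25) peptide (75uM) and acetyl-CoA (70uM). Thiol-reactive ThioGlo1 reports CoA release over 20 min at room temperature.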
FEN1 inh – human FEN1 inhibition; Recombinant FEN1 flap cleavage, fluorescence, 15 min; P39748; actives 0.35% (n = 390,000); Potency, µM (highest dose often 114 µM), for inactives: at the top dose activity change, negative = inhibition, usual class: inhibitors; also: nearly all actives have a fitted effect of over 65% in size
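With each library titrated from low to high concentration, compounds met 10 nM FEN1 for 15 min at room temperature before 50 nM substrate was added; readings at 0 and 15 min fed four-parameter Hill curve fits.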
DT40 TDP1 CPT – growth inhibition of DT40 Tdp1-/-;hTDP1 cells with camptothecin (screen for TDP1 inhibitors); chicken DT40 Tdp1-/-;hTDP1 cells + 20 nM CPT, ATP luminescence, 48 h; actives 12% (n = 420,000); Potency, µM (highest dose often 46.2 µM), for inactives: at the top dose activity change, negative = growth inhibition, actives largely listed as inhibitors; AID 686979; also: nearly all actives have a fitted effect of over 55% in size
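Cell growth measured by CellTiter-Glo luminescence after a minimum 48 h, 37 C compound exposure with 20 nM CPT in Tdp1-knockout DT40 cells stably expressing hTDP1, seeded 400/well; qHTS titration format.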
* marks the source's active call; other numbers are inactive results; ? = inconclusive; nt = not tested or not shown; & = joins results of further samples. Calls follow the shape of the dose curve; as a rule, active = well fitted curve in the direction sought with a large enough effect; inconclusive = small, poorly fitted or top-dose-only effect, or another doubt; inactive = no such curve, though single readings can be large; an effect the other way counts as inactive or inconclusive. % is scaled to controls: 0 for no effect and ±100 for the full control effect; potency is read from the fitted curve at half-maximal effect.

The line under a structure holds: KAT2A inh, FEN1 inh, DT40 TDP1 CPT
Cc1ccc(S(=O)(=O)N2CCCCC2CCNC(=O)C(=O)NCc2ccco2)cc1 (configuration not stated)
  -9%, 10%, 13µM*
CCCCC(=O)Oc1c(S(=O)(=O)c2ccc(C)cc2)c(C)nn1C(C)(C)C
  9%, -26%, ?
Cn1cc(C(=O)N/N=C/c2ccc(Br)c([N+](=O)[O-])c2)c2ccccc21
  -7%, 11%, ?
CCCCN(C(=O)CSc1nnc(-c2ccccc2OC)n1C)c1c(N)n(Cc2ccccc2)c(=O)[nH]c1=O
  4%, 0%, -4%
CCN1C/C(=C\c2cc(OC)c(OC)c(OC)c2)C2=NN(c3ccccc3)C(c3cc(OC)c(OC)c(OC)c3)C2C1 (configuration not stated)
  nt, 10%, 6.5µM*
Nc1c(C(=O)O)sc2nc(-c3ccc(F)cc3)cc(-c3ccccc3)c12
  -11%, 7%, -28%
COC(=O)Cc1ccc(NC(=S)NCc2ccc(OC)cc2)cc1
  -7%, -1%, 4%
COc1ccc(CC(=O)N2CC(=O)N(CCc3ccccc3)C(=O)C2)cc1
  17%, -2%, -8%
Cc1[nH]c(-c2ccccn2)nc(=S)c1Cl
  26%, -5%, 10µM*
COc1ccc(C(=O)N2CCCCC2CCN2CCCCC2)cc1 (configuration not stated)
  1%, -3%, -6%
CCN(Cc1ccncc1)S(=O)(=O)c1ccc(C(C)=O)cc1
  -6%, -11%, 16µM*
COc1ccc(S(=O)(=O)N2CCC(C(N)=O)CC2)cc1C(=O)N1CCCCCC1
  -5%, 3%, 4%
CCOC(=O)C1=C(C)NC(C)=C(C(=O)OCC)C1C(=O)OC1CCOC1=O (configuration not stated)
  2%, -2%&2%, 5%&2%
NC(=O)CC(NC(=O)Cc1ccc(Br)cc1)c1ccc(NCCN2CCCC2)c([N+](=O)[O-])c1 (configuration not stated)
  -4%, -9%, -1%
O=c1[nH]cnc(CN2CCCCC2)c1O
  nt, -3%, 6%
CNc1snc(C)c1C(=O)OCC(=O)N(C)c1ccccc1
  0%, 21%, -24%
COc1cc(=O)n(C)c2cc(N(C)C)ccc12
  -5%, -8%, 5%
Cc1cc(C)cc(NC(=O)CN2CCN(C(=O)c3cccs3)CC2)c1
  0%, 1%, -24%
CC1(C)CC(=O)c2c(O)cc(OCC(=O)NCCc3ccc(S(N)(=O)=O)cc3)cc2O1
  -13%, -4%, -15%
O=S(=O)(Cc1ccccc1)N1CCCCCC1
  -4%, 0%, -6%
COC(=O)CCC(C)C1CCC2C3CC[C@H]4CC(O)CC[C@@]4(C)C3CC(O)[C@]12C (some centres not stated)
  -22%, nt, -32%
COC(=O)c1ccc(C)c(NS(=O)(=O)c2cn(C)nc2C)c1
  ?, -2%, -20%
COc1cccc(C(=O)N(Cc2cc3cc(C)ccc3[nH]c2=O)C(C)C)c1
  2%, 3%, -22%
COc1ccc(C2CC(=O)c3c(C)nc(N4CCN(c5ccccc5)CC4)nc3C2)cc1 (configuration not stated)
  2%, 4%, -20%
CC(=O)OCC1OC(n2cnc3c(Cl)nc(Cl)nc32)C(OC(C)=O)C1OC(C)=O (configuration not stated)
  -3%, nt, ?
COC(=O)c1ccccc1NC(=O)CSc1nnc2cc(C)c3cc(C)cc(C)c3n12
  -6%, -12%, ?
CC(/C=N/NC(=O)Cn1nnc(N)n1)=C\c1ccc(C(C)C)cc1
  0%, 14%, -10%
CC(Oc1ccc2c(c1)oc(=O)c1ccccc12)C(=O)NCCN1CCOCC1 (configuration not stated)
  -9%, -4%, -23%
COn1c(-c2ccccc2)nc2c1CCc1nonc1-2
  -3%, -2%, -8%
Cc1ccc(S(=O)(=O)c2nc(C)oc2N2CCOCC2)cc1
  -2%, 5%, ?

Overlap with the part before: two compounds; new compounds follow.
The line under a structure holds: KAT2A inh, FEN1 inh, DT40 TDP1 CPT
COn1c(-c2ccccc2)nc2c1CCc1nonc1-2
  -3%, -2%, -8%
Cc1ccc(S(=O)(=O)c2nc(C)oc2N2CCOCC2)cc1
  -2%, 5%, ?
COc1cccc(C(=O)Oc2c(CN3CCOCC3)cc(Cl)c3cccnc23)c1
  3%, 2%, 0.73µM*
CCOC(=O)C(C(=O)Nc1cccc(C)n1)C1CCCCC1 (configuration not stated)
  1%, -3%, ?
NC(=O)COc1ccc(NC(=O)CC23CC4CC(CC(C4)C2)C3)cc1
  -7%, -12%, -3%
O=C(Nc1ccc(Br)cc1)C1CCN(S(=O)(=O)c2cccc3nsnc23)CC1
  -6%, 18%, ?
Cn1nnnc1SCc1nc2scc(-c3ccccc3)c2c(=O)[nH]1
  2%, -10%, ?
CCCn1c(SCC(=O)N2CCN(C(C)=O)CC2)nc2sc3c(c2c1=O)CCC3
  -25%, 13%, -16%
CC(Sc1nc2c(c(=O)n(C)c(=O)n2C)n1Cc1cc2c(cc1Cl)OCO2)C(=O)O (configuration not stated)
  -2%, 5%, 3%
O=C(Cn1cc(C(=O)C(F)(F)F)c2ccccc21)N1CCCCCC1
  -1%, -8%, -18%
CCN(C(=O)COC(=O)c1ccc2c(=O)n3c(nc2c1)CCC3)C1CCS(=O)(=O)C1 (configuration not stated)
  -4%, -1%, 0%
Cc1cc(C)cc(N(C(=O)c2cc3ccccc3oc2=O)C2C=CS(=O)(=O)C2)c1 (configuration not stated)
  -5%, -4%, ?
COc1ccccc1-n1c(SCC(N)=O)nc2c(c1=O)SCC2
  1%, -12%, 1%
COC(=O)Oc1ccc(/C=N/NC(=O)CSCc2ccc(Cl)cc2)cc1OC
  -10%, -17%, 26µM*
C=CCNC(=O)CCCOc1cccc(C)c1
  -3%, 2%, 0%
COc1ccc(Nc2nc(C(C)(C)C)nc3c2nnn3Cc2ccccc2Cl)cc1OC
  nt, -8%, 18µM*
Cc1cc(C)c2c(CC(=O)N(Cc3ccc(Cl)cc3)Cc3ccco3)coc2c1
  -4%, -4%, ?
O=C(Nc1ccccc1)c1snc2c(=O)[nH]cnc12
  -7%, -3%, 10%
Cc1ccccc1C(=O)N1CCC(c2nc3ccccc3s2)CC1
  -5%, 18%, ?
COc1ccc(NC(=O)N2C3CCCC2CC(NC(=O)c2ccccc2)C3)cc1 (configuration not stated)
  3%, -2%, 0%
CCCN(C(=O)Cc1nc(N)n[nH]1)C1(C(=O)Nc2c(C)cccc2C)CCCCC1
  2%, 8%, 4%
CC(=O)Nc1ccc(S(=O)(=O)Nc2nc3nc(-c4ccccc4)cc(-c4ccccc4)n3n2)cc1
  ?, -4%, 2%
NC(=O)C(Cc1ccccc1)NC(=O)C12CC3CC(CC(C3)C1)C2 (configuration not stated)
  -11%, 1%, -18%
CCn1cc(C(=O)NCc2ccc3c(c2)OCO3)c(=O)c2cc(S(=O)(=O)N3CCOCC3)ccc21
  -8%, 7%, -41%
Cc1ccc(-c2cc(C(=O)NCc3cccs3)no2)cc1
  -5%, 0%, -2%
COC(=O)c1ccccc1NC(=O)Cn1cc2c(n1)CCC(C)C2 (configuration not stated)
  -5%, -1%, ?
COc1ccc(OCC(=O)N2c3ccccc3CCc3ccccc32)cc1
  -2%, 12%, 5%
C/C(=N\NC(=O)c1nn(C)cc1Br)c1cccc(NC(=O)C(C)(C)C)c1
  -11%, ?, -20%
N=C1C(=O)OCC1c1ccccc1NC(=O)Nc1ccccc1 (configuration not stated)
  -9%, -9%, -20%
Cc1ccc(NC(=O)CCCCCCCCCCC2COCCO2)c(C)c1 (configuration not stated)
  23%, -6%, 21µM*
COc1ccc(NC(=O)c2nc3ccccc3s2)cc1
  -8%, -10%, 25%
Cc1ccc2nc(NC(=O)c3cccc(-c4cc5ccccc5oc4=O)c3)sc2c1
  18%, -5%, 15µM*

In another format: entries from further up.
| mol | KAT2A inh | FEN1 inh | DT40 TDP1 CPT |
| --- | --- | --- | --- |
| CCCCN(C(=O)CSc1nnc(-c2ccccc2OC)n1C)c1c(N)n(Cc2ccccc2)c(=O)[nH]c1=O | 4% | 0% | -4% |
| COc1cccc(C(=O)Oc2c(CN3CCOCC3)cc(Cl)c3cccnc23)c1 | 3% | 2% | 0.73µM* |
| O=C(Cn1cc(C(=O)C(F)(F)F)c2ccccc21)N1CCCCCC1 | -1% | -8% | -18% |
| COc1ccc(C2CC(=O)c3c(C)nc(N4CCN(c5ccccc5)CC4)nc3C2)cc1 (configuration not stated) | 2% | 4% | -20% |

New compounds follow
The line under a structure holds: KAT2A inh, FEN1 inh, DT40 TDP1 CPT
COC(=O)C=C1CCC2C3CCC4=CC(=O)C(Br)CC4(C)C3C(=O)CC12C (configuration not stated)
  nt, -6%, ?
Cc1cc(C)c2c(c1)/C(=N/Nc1ccc(S(N)(=O)=O)cc1[N+](=O)[O-])CCC2
  -7%, 13%, ?
Cc1cccc(Cn2c(SCc3ccc(C(=O)NCc4ccccc4F)cc3)nc3ccncc32)c1
  -6%, 19%, ?
CC(C)C1C(=O)Nc2ccc(S(=O)(=O)NCCc3ccc(Cl)cc3)cc21 (configuration not stated)
  19%, -11%, ?
COc1cc(NC(=S)N2CCC(C(N)=O)CC2)cc(OC)c1
  -8%, -1%, -3%
COc1cccc(NC(=O)Cn2c(=O)n(Cc3ccco3)c(=O)c3cc(OC)c(OC)cc32)c1
  -4%, 16%, -14%
Cn1ncc(Cl)c1C(=O)NC1C2CC3CC(C2)CC1C3 (configuration not stated)
  -5%, 16%, -2%
O/N=C/c1cccc[n+]1CCCCCC[n+]1ccccc1/C=N/O
  0%, -5%, 4%
O=C(NCCc1ccccc1)C(=O)NCC1OCCN1S(=O)(=O)c1ccc(F)cc1 (configuration not stated)
  -17%, -16%, -24%
Cc1ccc(NC(=O)c2cc3c(-c4ccccc4)nn(-c4ccccc4)c3s2)cc1
  -11%, -1%, nt
CCOc1ccccc1NC(=O)C1CCC(=O)N1S(=O)(=O)c1ccc(C)cc1 (configuration not stated)
  -9%, 0%, 20%
C=CCNC(=O)C1CC(=O)N(c2ccc(OCC(=O)Nc3ccc(CC)cc3)cc2)C1 (configuration not stated)
  -28%, 20%, -4%
COc1ccc(C(=O)Oc2cc(C)[nH]c(=O)c2[N+](=O)[O-])cc1
  -2%, 0%, -1%
CCC(=O)N1CCN(c2ccc(Cl)cc2NC(=O)c2ccc3c(c2)OCCO3)CC1
  nt, 0%, 16µM*
CC(C)(C)c1ccc(CSc2ccc(S(=O)(=O)N3CCOCC3)cn2)cc1
  -13%, -14%, ?
CC1(C)Cc2ccccc2C(C(Cc2ccccc2)C(N)=O)=N1 (configuration not stated)
  -3%, 4%, -1%
O=C(NCc1ccncc1)C(=O)NCC1OCCN1S(=O)(=O)c1ccc(Cl)cc1 (configuration not stated)
  -4%, 3%, 2%
Cc1occc1-c1nnc(SCC(=O)Nc2nc(C(C)(C)C)cs2)o1
  3%, 2%, 9.2µM*
Cc1ccc(C2=NOC(C)(c3nnc(-c4ccccc4)o3)C2)cc1 (configuration not stated)
  nt, -15%, -1%
C=CCNC(=S)Nc1cc(C)ccn1
  -1%, 4%, ?
Cc1cccc(C)c1-n1c(SCC(=O)NCc2ccco2)nc2ccccc2c1=O
  -1%, 7%, ?
CCN(CC)CCC(c1ccc(N(C)C)cc1)c1c(OC)cc(OC)c2ccc(=O)oc12 (configuration not stated)
  -6%, -20%, 10µM*
CCOC(=O)C1=C(COC(=O)c2ccc(Cl)c(S(=O)(=O)N3CCOCC3)c2)NC(=O)NC1C (configuration not stated)
  nt, 9%, 1%
CCN1CCN(Cc2ccc(NC(=O)Nc3ccccc3OC)cc2)CC1
  3%, -1%, -25%
Cc1cccc(NC(=O)c2cc(S(=O)(=O)N3CCC4(CC3)OCCO4)ccc2F)c1
  -8%&0%, -2%&7%, ?
N#Cc1ccc(Nc2nc(-c3ccc(O)cc3O)cs2)cc1C(F)(F)F
  -19%, ?, 13µM*
CCC(C(N)=O)c1ccccc1 (configuration not stated)
  1%, nt, 2%
COC(=O)c1ccc(NC(=S)NC(=O)C2CCC2)cc1
  -9%, -19%, 0%
O=C(Nc1nnc(SCc2ccc(F)cc2)s1)c1ccccn1
  -13%, -4%, 2.6µM*
O=C(CSCc1ccccc1F)NCc1ccccc1
  -8%, 0%, 9%
O=C(O)c1ccc(C[n+]2c(-c3ccccc3)csc2Nc2ccccc2)cc1
  2%, -9%, -1%
Cc1nn2c(nc(N3CCCCC3)c3ccccc32)c1C=O
  -7%, -21%, -6%
Cc1ccc(NC(=O)CSc2nnc3nc(C)cc(C)n23)cc1
  -3%, -22%, 7%
Cc1ccc(OCc2cc(C(=O)NCCn3cccn3)no2)cc1C
  -22%, 9%, ?
CC(NC(=O)c1cccc(S(=O)(=O)N2CCc3ccccc32)c1)c1ccco1 (configuration not stated)
  -2%, -18%, ?

An excerpt. The share of hits here may be higher or lower than overall.
